# Myeloid diff MLP – compounds promoting myeloid differentiation; ER-HoxA9 myeloid progenitors, lysozyme-GFP differentiation, flow cytometry; calls only at 10 µM; 360,000 compounds, 1% hits; AID 624256;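 active = normalized GFP-positive differentiation at or above the plate's own cutoff, the solvent-only control mean plus 3 SD; inconclusive = no clear call, values can overlap the other calls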;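 note: cells exposed to compound for four days before flow analysis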
# West Nile virus CPE – inhibition of WNV-induced cytopathic effect – cell-based, CPE readout (AID 1621). West Nile virus-infected cells, CPE inhibition; higher % means a stronger effect. CPE inhibition, % at 10 µM, or IC50 in µM where a hit was titrated. 290,000 compounds, 0.02% hits; in the data active = a potency from the dose series; inconclusive = CPE inhibition mostly from about 3.7% at the one dose, without a potency; inactive = the rest, 99 in 100 with CPE inhibition below about 2.2%; note: strong numbers were not always called active
# SV40 large T antigen – SV40 large T antigen inhibitors, biochemical (AID 1903). 310,000 compounds, 0.39% hits. SV40 large T antigen ATPase/helicase inhibition assay; higher % means a stronger effect. inhibition, % at 20 µM, or IC50 in µM where a hit was titrated; in the data active = a potency from the dose series; inconclusive = inhibition mostly from about 32% at the one dose, without a potency; inactive = the rest, 99 in 100 with inhibition below about 32%; note: strong numbers were not always called active
# T cell modulator – modulates CD8 T cell binding to vesicles; 2C CD8+ T cell-vesicle binding, flow cytometry; stronger effect = lower value; calls only at 7 µM; 330,000 compounds, 0.068% hits; AID 2052;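 active = response, share of CD8 T cells binding vesicles, and their 90th percentile fluorescence all below set limits, cut at about 80% in these data, passing the limit was not always enough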
#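 Test system: purified 2C TCR transgenic mouse naive CD8+ T cells. Probe or stimulus: QL9-peptide-loaded Drosophila micro-vesicles bearing Ld, ICAM-1 and B7-1. Incubation: binding step 1.5 h, 37 °C, antibody labelling 20 min, ice. Measured by: flow cytometry of vesicle-bound cells.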
# RSV antiviral HEp-2 – inhibition of RSV-induced cytopathic effect – HEp-2 cells, primary 10 µM value included (AID 2391) | 310,000 compounds, 0.13% hits | CPE inhibition, % at 10 µM, or IC50 in µM where a hit was titrated | HEp-2 cells, RSV-induced CPE inhibition; higher % means a stronger effect; in the data active = a potency from the dose series; inconclusive = CPE inhibition mostly from about 23% at the one dose, without a potency; inactive = the rest, 99 in 100 with CPE inhibition below about 21%; note: strong numbers were not always called active
# bCat nuc transl – beta-catenin nuclear translocation modulation; HeLa beta-catenin nuclear translocation, immunofluorescence imaging; AID 1665; 190,000 compounds, 0.3% hits; nuclear translocation activity, % at 5 µM;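 active = nuclear translocation activity above 50% at 5 µM, with a well cell count of 50 or more; inconclusive = wells under 50 cells across six images, flagged as toxic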;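 note: per-cell ratio of nuclear to cytoplasmic median beta-catenin stain intensity; plate controls were DMSO negative control for no effect and GSK-3 inhibitor IX positive control for full effect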
#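 Assay system: human HeLa cells, native beta-catenin; doses: 5 µM primary, 0.02–20 µM confirmation; incubation: compound treatment 24 h, 37°C, 5% CO2; technique: fluorescence imaging of beta-catenin antibody stain plus DAPI; measure: % activation, nuclear-to-cytoplasmic median beta-catenin signal ratio per cell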
# WT yeast gro inh – growth inhibition of WT yeast, mitochondrial fusion screen. mitochondrial fusion phenotypic screen, WT strain. inhibition, % at 10 µM. 190,000 compounds, 2.1% hits. AID 1362; in the data active = inhibition above about 58%; tested in S. cerevisiae
# PhoP inhibition – PhoP-dependent GFP reporter repression – Salmonella Typhimurium, primary screen (AID 1863) | S. Typhimurium PhoP-regulated promoter GFP reporter, 4 h; higher % means a stronger effect | inhibition, % at 50 µM, or IC50 in µM where a hit was titrated | 300,000 compounds, 0.16% hits;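 active = inhibition over 29.93%, a cutoff 3 SD above the screen mean, later confirmed by dose response; inconclusive = inhibition over 29.93% but no dose response follow-up; inactive = inhibition at most 29.93% or unconfirmed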;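 note: 0% = low Mg2+ inducing control and 100% = high Mg2+ repressing control; strong numbers were not always called active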
# MgcRacGAP inhibition – MgcRacGAP GTPase-activating activity inhibitors, confirmation, biochemical, ADP Hunter fluorescence | MgcRacGAP-stimulated Rac1 GTP hydrolysis, ADP Hunter fluorescence; higher % means a stronger effect; GST-tagged Rac1 F28L mutant substrate | inhibition, % at 30 µM, or IC50 in µM where a hit was titrated | 340,000 compounds, 0.6% hits;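 active = first-screen hits whose inhibition reached a set limit at any dose in the follow-up dose series; inconclusive = inhibition above the set first-screen limit but never retested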;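 note: fluorescence reports GDP produced by GAP-driven GTP hydrolysis; strong numbers were not always called active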
# WT yeast gro inh mutant strain – further read-out of WT yeast gro inh, marked with its call; inhibition, %; mitochondrial fusion phenotypic screen, mutant strain inhibition
# bCat nuc transl cell count 5 µM – also measured in bCat nuc transl; calls as there; cell count; measured here: cell count, cytotoxicity flag
# T cell modulator vesicle-bound % – also measured in T cell modulator; calls as there; double positive events, %; measured here: CD8+ vesicle-bound cell fraction;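 binding gate set so that unloaded-vesicle control wells show 10% double positive cells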
# Myeloid diff MLP GFP+ MAC1+ % – second read-out of Myeloid diff MLP, no call of its own (marks repeat the call); GFP+ MAC1+ double positive, %; measured here: differentiation confirmed by MAC1 staining
# The depositor's hits bear a star; i = inactive; ? = inconclusive; / = no result given.
SMILES,Myeloid diff MLP,Myeloid diff MLP GFP+ MAC1+ %,West Nile virus CPE,SV40 large T antigen,T cell modulator,T cell modulator vesicle-bound %,RSV antiviral HEp-2,bCat nuc transl,bCat nuc transl cell count 5 µM,WT yeast gro inh,WT yeast gro inh mutant strain,PhoP inhibition,MgcRacGAP inhibition
CC1CCCN(C(=S)NC2CCCC2)C1 (centres undefined),i,0.3,-0.2%,-2.6%,i,58.1,0.1%,-1.5,1067,5.8,16.1,-7.2%,5.2%
COc1ccc(OC(=O)c2ccncc2)cc1,i,2.1,-0.5%,33.6%,i,21.6,-0.5%,0.4,1279,6.5,6.7,4.7%,20.5%
COc1ccc(CNc2nc3ccccc3n2CCN2CCCCC2)cc1,i,0.1,-1.1%,3.2%,i,47.8,-1.3%,-2.7,1042,7.6,5.4,-10.9%,1.4%
O=c1c2sccc2nc(SCc2cc(=O)n3cc(Cl)ccc3n2)n1-c1ccc(F)cc1,i,1.1,0.1%,17.8%,i,34.6,2.7%,-0.8,1114,10.2,1.5,-3.4%,6.0%
COc1cccc(C2(O)CCN(C(=O)c3cccs3)CC2)c1,i,1.0,-0.1%,-1.1%,i,54.5,0.9%,-4.5,921,7.6,-0.5,-7.0%,4.5%
Cc1nn(CC(N)=O)c(=O)c2ccccc12,i,1.9,1.4%,2.6%,i,55.1,0.3%,-7.4,977,-3.3,-0.3,-2.1%,16.1%
CC(C)[C@H](NC(=O)c1ccccc1)C(=O)OCC(=O)N1CC2(C)CC1CC(C)(C)C2 (some centres undefined),i,0.7,-0.2%,7.8%,i,45.1,1.0%,0.7,1236,-11.9,-10.1,-6.9%,-5.7%
COCCN(CC1CCCN(C2Cc3ccccc3C2)C1)C(=O)CCSC (centres undefined),i,0.9,-0.5%,2.5%,i,54.2,0.2%,/,/,/,/,7.1%,-6.3%
Cc1cc2cc(CCNC(=O)c3ccc(C)c([N+](=O)[O-])c3)c(=O)[nH]c2cc1C,i,0.0,-0.2%,-2.5%,i,51.6,11.8%,-0.4,993,5.0,-13.2,11.1%,6.7%
COc1ccc2oc(C(=O)OCC(=O)N(C)C3CCS(=O)(=O)C3)c(C)c2c1 (centres undefined),i,0.2,/,2.9%,i,23.6,0.3%,/,/,/,/,-3.6%,11.1%

# Part of the list above, with each value named:
> COc1cccc(C2(O)CCN(C(=O)c3cccs3)CC2)c1
- Myeloid diff MLP = i
- Myeloid diff MLP GFP+ MAC1+ % = 1.0
- West Nile virus CPE = -0.1%
- SV40 large T antigen = -1.1%
- T cell modulator = i
- T cell modulator vesicle-bound % = 54.5
- RSV antiviral HEp-2 = 0.9%
- bCat nuc transl = -4.5
- bCat nuc transl cell count 5 µM = 921
- WT yeast gro inh = 7.6
- WT yeast gro inh mutant strain = -0.5
- PhoP inhibition = -7.0%
- MgcRacGAP inhibition = 4.5%

> COc1ccc2oc(C(=O)OCC(=O)N(C)C3CCS(=O)(=O)C3)c(C)c2c1 (centres undefined)
- Myeloid diff MLP = i
- Myeloid diff MLP GFP+ MAC1+ % = 0.2
- West Nile virus CPE = /
- SV40 large T antigen = 2.9%
- T cell modulator = i
- T cell modulator vesicle-bound % = 23.6
- RSV antiviral HEp-2 = 0.3%
- bCat nuc transl = /
- bCat nuc transl cell count 5 µM = /
- WT yeast gro inh = /
- WT yeast gro inh mutant strain = /
- PhoP inhibition = -3.6%
- MgcRacGAP inhibition = 11.1%

# The list goes on:
SMILES,Myeloid diff MLP,Myeloid diff MLP GFP+ MAC1+ %,West Nile virus CPE,SV40 large T antigen,T cell modulator,T cell modulator vesicle-bound %,RSV antiviral HEp-2,bCat nuc transl,bCat nuc transl cell count 5 µM,WT yeast gro inh,WT yeast gro inh mutant strain,PhoP inhibition,MgcRacGAP inhibition
Cn1c(=O)c2c(ncn2CC(=O)Nc2nc3ccc(F)cc3s2)n(C)c1=O,i,0.4,-0.1%,8.6%,i,35.1,1.6%,0.0,1247,6.4,15.5,-14.9%,5.0%
COc1ccccc1N1CCN(/N=C/c2cccc(OC)c2O)CC1,i,0.4,0.5%,7.0%,i,50.6,3.1%,-0.9,1472,0.1,5.0,4.5%,-28.4%
CCc1ccc(NC(=O)C2CCCN2C(=O)NC2CCCCC2)cc1 (centres undefined),i,3.8,0.1%,15.4%,i,40.6,2.9%,/,/,/,/,-4.5%,9.1%
O=C(NCc1ccc(Cl)cc1)N1CCN(Cc2ccccc2)CC1,i,0.4,-1.5%,0.6%,i,37.6,10.1%,/,/,/,/,6.4%,11.6%
Cc1nc2nc(C)c(CCC(=O)N3CCOCC3)c(C)n2n1,i,8.4,0.3%,12.9%,i,21.6,/,-1.3,794,51.0,14.8,-3.9%,11.3%
O=C1CCCN2N=C(SCC(=O)Nc3cccc(F)c3)SC2=N1,i,1.3,-0.4%,2.9%,i,14.1,4.6%,/,/,/,/,2.1%,3.4%
CCc1nnc(NS(=O)(=O)c2ccc(N=Cc3c(C)[nH]n(-c4ccc(Cl)cc4)c3=O)cc2)s1,i,0.6,0.0%,9.0%,i,46.2,2.0%,-3.1,1132,30.4,25.0,-7.3%,8.7%
Cc1ccc(NC(=O)N2CCCC2C(=O)NCc2ccc3c(c2)OCO3)cc1 (centres undefined),/,/,0.1%,8.5%,i,35.4,-0.1%,/,/,/,/,-6.4%,3.0%
Cc1ccc(C(=O)OC2CCS(=O)(=O)c3sccc32)cc1 (centres undefined),i,0.5,0.3%,17.9%,i,17.5,1.4%,-0.5,914,16.5,4.4,10.1%,7.4%
O=C(CN(Cc1ccc(F)cc1)C(=O)CNS(=O)(=O)c1ccc(Cl)cc1)NCC1CCCO1 (centres undefined),i,0.3,-0.7%,7.1%,i,36.6,1.2%,/,/,/,/,-4.0%,-3.0%
COc1ccccc1N(CC(=O)Nc1ccc2c(c1)OCCO2)S(=O)(=O)c1ccc(C)cc1,i,0.8,-1.1%,-5.2%,i,37.7,18.3%,/,/,/,/,18.1%,-1.8%
O=C(Cn1cc2c(n1)CCCC2)NC1CCCCCC1,i,2.5,-0.1%,9.3%,i,65.2,2.1%,0.4,1005,3.5,4.5,2.4%,2.1%
O=C(CSc1ccccc1C(=O)O)NC1CCCCCCC1,i,0.9,0.0%,6.0%,i,13.6,0.4%,-0.6,1192,-1.2,-7.1,-3.1%,8.0%
CCN(c1ccccc1)S(=O)(=O)c1ccc(C(=O)Nc2cc(C)ccn2)cc1,i,0.4,/,/,i,23.6,2.8%,/,/,/,/,/,9.5%
CC(=O)N1CCN(C(=S)c2ccc([N+](=O)[O-])cc2)CC1,i,0.8,-0.1%,8.6%,i,37.1,-0.2%,-1.8,1075,-0.2,-7.9,1.2%,9.1%
COc1ccccc1NC(=O)CN1CCN(C(=O)c2ccco2)CC1,i,0.6,0.3%,-0.9%,i,31.1,0.0%,-4.1,535,3.0,1.5,2.6%,0.1%
Cc1ccccc1C(=O)NC(=S)Nc1ccccc1N1CCCC1,i,0.8,-1.4%,5.8%,i,54.5,3.2%,0.4,1561,23.5,22.1,1.5%,13.5%
CS(=O)(=O)c1cnc2c(-c3ccc(F)cc3)cnn2c1N,i,0.9,-0.5%,0.7%,i,31.8,14.9%,2.0,1368,-0.5,2.8,-3.2%,3.0%
COc1cccc(/C(O)=C2/C(=O)C(=O)N(CCN3CCOCC3)C2c2cccs2)c1 (centres undefined),i,0.9,/,4.9%,i,46.2,1.6%,/,/,21.1,9.6,4.8%,5.8%
Cc1ccc(C(=O)NC2CCN(C(=O)Nc3ccc(F)cc3)CC2)cc1,i,1.1,-0.8%,3.7%,i,32.7,1.4%,/,/,/,/,3.2%,8.4%
Cn1c(SCC(=O)c2ccc3c(c2)OCCO3)nnc1C(F)(F)F,i,0.0,0.1%,8.0%,i,39.2,1.0%,-1.1,1028,/,/,-2.3%,8.9%
CC(/C=N/NC(=O)Cn1nccc1C)=C\c1ccc(C(C)C)cc1,i,0.2,-0.9%,7.2%,i,38.1,12.3%,-0.3,573,0.6,0.4,-11.0%,7.7%
CCO[C@@H]1OC(C(=O)NC2CC2)=C[C@H](C2CCCCC2)[C@H]1CCCO,i,1.0,-0.1%,5.5%,i,21.9,1.6%,/,/,/,/,-10.1%,4.4%
CCC(=O)c1cc(F)ccc1OCC(=O)Nc1ccc2c(c1)OCCO2,i,1.1,/,/,i,25.9,4.0%,/,/,/,/,/,1.4%
O=C1c2ccccc2CSc2c(O)cccc21,i,1.4,/,28.9%,i,29.1,3.0%,/,/,/,/,/,/
CN(CCC#N)C(=O)CSc1nnc(-c2c[nH]c3ccccc23)o1,i,0.8,-0.7%,4.3%,i,48.3,3.2%,/,/,/,/,-0.7%,10.3%
C(=N\Nc1ncnc2sc3c(c12)CCC3)/c1cccs1,i,6.2,/,10.1%,i,54.8,-3.7%,10.8,949,58.1,72.2,-2.0%,3.8%
COc1cc(/C=C/C(=O)Nc2ccc(C)cc2)cc(OC)c1OC,i,0.0,-0.1%,0.7%,i,43.9,9.5%,1.1,1041,0.1,-18.3,-3.5%,-0.4%
COc1ccc(S(=O)(=O)NC(C)C(=O)Nc2cccc([N+](=O)[O-])c2)cc1 (centres undefined),i,0.3,-0.5%,27.8%,i,29.5,2.1%,4.5,255,8.5,13.9,20.6%,3.9%
O=Nc1c(O)c2ccccc2c2ccccc12,?,/,/,14.9%,i,33.3,-3.9%,/,/,/,/,/,1.2%
Cc1ccc(C)c(OCC(=O)N/N=C/c2c(C)nn(-c3ccccc3)c2Cl)c1,/,/,/,21.9%,i,18.9,4.2%,-2.1,1231,24.9,-5.8,13.2%,/
Cc1c(C(=O)OCCOC(C)C)[nH]c2c1C(=O)CC(c1ccco1)C2 (centres undefined),?,/,1.1%,7.7%,i,45.4,1.5%,118.1*,410*,5.7,1.1,-5.5%,13.1%
COc1cccc(NC(=O)c2nc(S(C)(=O)=O)ncc2Cl)c1,i,1.3,-1.2%,14.5%,i,52.6,-2.0%,/,/,/,/,-1.4%,11.1%

# Screens deposited in PubChem BioAssay by several laboratories.
